# From PubChem
# DAX1 inh-1: inhibitors of DAX1 repression of SF-1 activated StAR promoter | actives 1.1% (n = 370,000) | inhibition, % at 6.8 µM | HEK293T StAR-luciferase reporter, SF-1/DAX-1 repression relief | AID 652010;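 active = inhibition above the mean over all tested compounds plus 3 SD, cut at about 3.6% in these data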;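 note: 0% = DAX-1 cells with DMSO and 100% = cells lacking DAX-1 with DMSO; higher inhibition means more luminescence from relief of DAX-1 repression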
# hgDAF12 agonist: agonists of H. glycines DAF-12 nuclear receptor; HEK293 GAL4-hgDAF12 UAS-luciferase reporter, agonist luminescence; normalized to butyrate control; activation, % at 6.8 µM; actives 1.8% (n = 370,000); AID 687014;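 active = activation above a cutoff set at the mean of all screened compounds plus 3 SD, cut at about 10% in these data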;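 note: 0% = DMSO wells and 100% = sodium butyrate wells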
# ssDAF-12 act: S. stercoralis DAF-12 activation, primary screen | actives 1% (n = 370,000) | activation, % at 6.8 µM | HEK293 ssDAF-12/GRIP1 lit1-tk-luc reporter, luminescence; % of 3 µM dafachronic acid response;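 active = activation above the mean over all tested compounds plus 3 SD, cut at about 0.9% in these data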;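 note: 0% = DMSO-only wells and 100% = 3 µM delta7-dafachronic acid wells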
# sPLA2-III inh: Blocks human group III sPLA2 activity; inhibition, % at 12.2 µM; QFRET BODIPY PC-A2 liposome hydrolysis, fluorescence; actives 0.56% (n = 370,000); Q9NZ20; AID 743126;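 active = inhibition above mean plus 3 SD of compounds lying within the high and low control bounds, cut at about 19% in these data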;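 note: 0% = median of test compound wells and 100% = no enzyme DMSO wells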
# DAX1 inh-2: NR0B1 (DAX1) inhibition | P51843 | HEK293 Gal4-DAX1 luciferase reporter, luminescence | inhibition, % at 6.75 µM | actives 0.99% (n = 340,000) | AID 504766;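 active = inhibition above the mean over all tested compounds plus 3 SD, cut at about 4.2% in these data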;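 note: 0% = DAX1-transfected cells with DMSO and 100% = empty-vector control cells with DMSO; inhibition shows as a rise in luminescence from relieved DAX1 repression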
# PLCb3 inh: PLC-beta3 (human) inhibition, primary screen. Q01970. Purified PLC-beta3, fluorogenic substrate, fluorescence. inhibition, % at 12.2 µM. actives 0.18% (n = 370,000); in the data active = inhibition above about 11%;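 note: 0% = median of compound wells on plate and 100% = full blocker control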
# hcDAF-12 act: H. contortus DAF-12 activation, primary screen. HEK293 hcDAF-12 lit1-tk-luc reporter, luminescence; 0% DMSO, 100% Δ7-dafachronic acid. activation, % at 6.8 µM. actives 1.4% (n = 370,000);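 active = activation above the mean of all tested compounds plus 3 SD, cut at about 5.5% in these data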;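 note: 100% = response to 3 µM Δ7-dafachronic acid high control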
# ADAM10 inh: inhibitors of human ADAM10; recombinant ADAM10, EDANS/DABCYL FRET peptide cleavage, 3 h; actives 0.62% (n = 370,000); inhibition, % at 7 µM; AID 720582;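 active = inhibition above a per-campaign cutoff equal to the mean of compounds falling between control-based bounds plus 3 SD, cut at about 20% in these data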;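 note: 0% = DMSO wells while the 100% control is not disclosed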
# GAA850 FXN act: increases GAA850 frataxin promoter reporter activity | activation, % at 6 µM | AID 540364 | actives 0.56% (n = 360,000) | HEK293 lucGAA850 FXN promoter luciferase reporter, 24 h; percent of 10 µM SAHA response;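 active = activation above the average of all compounds screened plus 3 SD, cutoff fixed separately per campaign, cut at about 7.5% in these data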;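 note: 0% = DMSO wells and 100% = 10 µM SAHA wells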
# PLCg1 inh: inhibitors of human phospholipase C gamma1; actives 0.84% (n = 370,000); inhibition, % at 12.2 µM; AID 720700; P19174; purified PLC-gamma1, fluorogenic substrate, fluorescence; in the data active = inhibition above about 9.5%
# ADAM17 inh: inhibits human ADAM17. P78536. recombinant ADAM17, EDANS/DABCYL FRET peptide cleavage. inhibition, % at 6.95 µM. actives 0.83% (n = 370,000). AID 720648;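 active = inhibition above the mean of compounds lying between control limits plus 3 SD, set per campaign, cut at about 8.5% in these data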;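 note: 0% = DMSO-only wells as the low control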
# * = called active by the depositor; / = no result given.
SMILES,DAX1 inh-1,hgDAF12 agonist,ssDAF-12 act,sPLA2-III inh,DAX1 inh-2,PLCb3 inh,hcDAF-12 act,ADAM10 inh,GAA850 FXN act,PLCg1 inh,ADAM17 inh
Cc1cccc(NC(=O)C2CCCN2C(=O)NC2CCCCC2)c1 (stereo not given),0.5,-4.0,-1.5,2,0.4,2,-0.9,4,-1.4,4,4
Cc1ccc(N2CC(C(=O)OCC(=O)C(C)(C)C)CC2=O)cc1 (stereo not given),-0.5,3.8,-1.7,3,0.9,-1,-0.9,-1,2.1,0,-2
COc1ccc(C(=O)COc2ccccc2C#N)cc1,0.7,7.7,-0.5,-7,3.9,-9,4.2,1,3.0,-3,-6
Cc1ccc(-c2nc(SC(C)C(=O)NC3CC3)n[nH]2)cc1 (stereo not given),1.3,5.0,-0.8,-9,0.7,3,2.6,9,1.7,6,2
COc1ccc(NC(=O)c2cc(-c3ccccn3)nc3ccccc23)c(OC)c1,-3.6,-2.2,-1.6,-8,-2.2,0,-1.1,11,-1.7,1,2
O=C(Nc1ccc(N2CCCCC2)cc1)C1CCCN1S(=O)(=O)c1ccc(F)cc1 (stereo not given),-3.8,0.1,-2.1,7,-0.7,-9,-2.0,-66,-1.8,-3,-4
Cc1ccc(C(=O)Nc2cccnc2)cc1S(=O)(=O)N1CCOCC1,-0.1,-2.6,-1.0,1,-1.4,-2,-1.8,2,-0.5,0,-9
CCOC(=O)c1c(NC(=O)c2cc(-c3cccc(O)c3)on2)sc(C(C)=O)c1C,-0.2,-0.5,-1.7,8,0.0,-2,-2.3,-16,0.9,-2,-4
Cc1cc(NC2CCCC2)n2ncc(-c3ccccc3)c2n1,-1.1,-12,-2.4,6,-0.9,-351,-4.4,-133,-8.4,-233,-52
COc1ccc(N2CCN(C(=O)Cc3ncc(C(F)(F)F)cc3Cl)CC2)cc1,0.5,-5.1,0.1,1,-0.5,4,0.1,5,-0.4,2,0
Cc1sc2ncnc(N[C@@H](CCC(=O)O)C(=O)O)c2c1C,0.2,-1.1,-0.7,-1,0.6,1,0.1,5,0.9,2,-2
CCOC(=O)N1CCN(C2CCCN(C(=O)c3ccccc3C(F)(F)F)C2)CC1 (stereo not given),1.2,-0.6,-0.5,1,1.0,-9,0.0,-4,-1.3,0,0
CCOc1ccc(CNC(=O)C2CCCN(c3nnc(C)c4c(C)n(-c5ccccc5)nc34)C2)cc1 (stereo not given),-4.3,-3.2,-1.6,-11,-0.8,-183,-2.1,-294,-0.7,-126,-92
Cc1ccc(NC(=O)CSc2nnc(-c3ccco3)o2)c(C)c1,-0.8,1.4,-1.1,4,0.1,-3,2.1,3,0.8,0,1
Cc1nnc(NC(=O)CSc2nnc(Cc3cccn3C)n2-c2ccccc2)s1,0.0,0.6,-1.1,-19,-0.3,-4,1.4,0,0.6,-5,-1
COc1cc(OC)cc(C(=O)N/N=C/c2ccc(OC)c(COc3ccc(F)cc3)c2)c1,-2.0,-1.4,-1.5,-20,-1.6,-6,-0.1,13,-2.4,7,6
Cc1ccc(NC(=O)CCC(=O)NNC(=S)Nc2ccc(F)cc2)c(C)c1,0.3,-2.2,-0.8,14,-1.0,-3,-1.5,-12,-1.0,0,2
O=C(O)c1cnn2c1C(=O)N(Cc1cccs1)CC2,0.4,-1.6,-1.3,0,/,2,0.3,-3,0.4,1,0
CCCc1nc2c(=O)[nH]c3ccccc3c2o1,-0.6,-0.4,-0.5,5,-0.3,-1,-0.4,-20,4.2,-1,-4
CC(OC(=O)CCN=C1NS(=O)(=O)c2ccccc21)C(=O)Nc1ccc(F)cc1 (stereo not given),1.9,1.1,-1.2,-3,-1.6,-1,-0.5,-1,0.3,-2,-2
Cc1ccc(NC(=O)CNc2cccc(C)c2C)c(C)c1,-0.2,1.1,-1.4,1,-0.5,0,-1.1,4,-0.3,-1,1
CCC(CC)(CC(=O)Nc1cccc(/C=C/c2nc(C3CCC3)cs2)c1)C(=O)O,0.6,1.4,-1.1,-4,/,-346,0.2,-116,/,-263,-30
Cc1ccc(C(=O)NN2C(=O)/C(=C/c3cccn3C)SC2=S)cc1,0.6,-1.7,-1.0,4,0.0,-6,0.4,7,1.9,-2,4
Cc1ccc2c(C)c(C(=O)N3CCN(Cc4ccccn4)CC3)oc2c1C,1.2,1.0,-0.4,-4,1.5,-8,0.8,1,3.9,-1,-6
NC1=NC(=O)C(CC(=O)NCc2ccccc2)S1 (stereo not given),0.0,0.8,-1.2,-1,3.3,4,1.4,-3,2.3,1,-1
C/C(=N\NC(=O)c1c[nH]c2ccccc12)c1ccc2c(c1)OCO2,1.1,7.6,0.5,-2,-1.3,-4,7.2*,1,3.7,-2,0
CN1CCC(N(C)C(=O)c2cccc(S(=O)(=O)N3CCOCC3)c2)CC1,1.2,-0.5,-0.9,1,-0.7,-5,1.4,-2,0.4,-2,-1
O=C(O)c1c[nH]c2c([N+](=O)[O-])cccc2c1=O,-2.1,0.7,-0.6,-5,0.8,-8,0.0,-13,-1.4,-5,-3
CCN(CC)CCNC(=O)c1cc([N+](=O)[O-])c(N(C)C)cc1OC,0.0,-1.4,-1.2,9,0.8,-6,-2.0,-8,0.7,0,-7
CC(=O)c1cccc(OCc2cc(C(=O)NCCC3=CCCCC3)no2)c1,0.6,9.9,0.3,-2,1.0,-12,3.7,11,3.3,-2,3

# Some of these compounds in order of length of the SMILES, lowest first:
SMILES,DAX1 inh-1,hgDAF12 agonist,ssDAF-12 act,sPLA2-III inh,DAX1 inh-2,PLCb3 inh,hcDAF-12 act,ADAM10 inh,GAA850 FXN act,PLCg1 inh,ADAM17 inh
CCCc1nc2c(=O)[nH]c3ccccc3c2o1,-0.6,-0.4,-0.5,5,-0.3,-1,-0.4,-20,4.2,-1,-4
NC1=NC(=O)C(CC(=O)NCc2ccccc2)S1 (stereo not given),0.0,0.8,-1.2,-1,3.3,4,1.4,-3,2.3,1,-1
O=C(O)c1cnn2c1C(=O)N(Cc1cccs1)CC2,0.4,-1.6,-1.3,0,/,2,0.3,-3,0.4,1,0
Cc1ccc(NC(=O)CNc2cccc(C)c2C)c(C)c1,-0.2,1.1,-1.4,1,-0.5,0,-1.1,4,-0.3,-1,1
O=C(O)c1c[nH]c2c([N+](=O)[O-])cccc2c1=O,-2.1,0.7,-0.6,-5,0.8,-8,0.0,-13,-1.4,-5,-3
CC(=O)c1cccc(OCc2cc(C(=O)NCCC3=CCCCC3)no2)c1,0.6,9.9,0.3,-2,1.0,-12,3.7,11,3.3,-2,3
C/C(=N\NC(=O)c1c[nH]c2ccccc12)c1ccc2c(c1)OCO2,1.1,7.6,0.5,-2,-1.3,-4,7.2*,1,3.7,-2,0
CCN(CC)CCNC(=O)c1cc([N+](=O)[O-])c(N(C)C)cc1OC,0.0,-1.4,-1.2,9,0.8,-6,-2.0,-8,0.7,0,-7
CN1CCC(N(C)C(=O)c2cccc(S(=O)(=O)N3CCOCC3)c2)CC1,1.2,-0.5,-0.9,1,-0.7,-5,1.4,-2,0.4,-2,-1
CC(OC(=O)CCN=C1NS(=O)(=O)c2ccccc21)C(=O)Nc1ccc(F)cc1 (stereo not given),1.9,1.1,-1.2,-3,-1.6,-1,-0.5,-1,0.3,-2,-2
COc1cc(OC)cc(C(=O)N/N=C/c2ccc(OC)c(COc3ccc(F)cc3)c2)c1,-2.0,-1.4,-1.5,-20,-1.6,-6,-0.1,13,-2.4,7,6

# (listing goes on)
SMILES,DAX1 inh-1,hgDAF12 agonist,ssDAF-12 act,sPLA2-III inh,DAX1 inh-2,PLCb3 inh,hcDAF-12 act,ADAM10 inh,GAA850 FXN act,PLCg1 inh,ADAM17 inh
O=C(CSc1nnc(CN2CCCCCC2=O)n1-c1ccccn1)NCC(F)(F)F,-0.5,-2.0,-1.2,0,0.5,0,1.6,-7,3.6,1,-4
COc1ccc(NS(=O)(=O)c2ccc3c(c2)oc(=O)n3C)cc1Cl,-0.3,-0.8,-1.4,-5,-1.3,-5,-0.8,2,-0.4,4,-1
CCN1CCN(CC(=O)Nc2nc3ccc(C)cc3s2)CC1,0.5,1.0,-1.3,15,0.2,-5,2.8,10,0.7,-1,-5
COC(=O)C1CN(Cc2ccc(C)cc2)CCS(=O)(=O)N1Cc1cn(Cc2ccc(C)cc2)nn1 (stereo not given),-0.2,-0.2,-1.9,-10,/,1,-2.2,5,/,3,3
Cc1ccc(S(=O)(=O)NNC(=S)NC(=O)c2ccc([N+](=O)[O-])cc2)cc1,-0.4,0.9,-0.8,-1,0.4,5,-1.1,17,-0.5,5,1
COc1ccc(-c2csc(Nc3ccccc3)[n+]2CC(O)c2ccc([N+](=O)[O-])cc2)cc1 (stereo not given),-0.9,-1.6,-1.1,0,-0.4,-8,-0.3,-2,0.3,2,-3
O=S1(=O)CCC(N=Cc2cc(Br)ccc2O)C1 (stereo not given),-0.9,-0.3,-1.2,5,0.3,4,-0.4,3,-0.7,8,-1
COc1ccc(C(CNc2ccc(C(F)(F)F)cn2)N(C)C)cc1OC (stereo not given),-0.3,0.7,-1.4,-1,0.6,-25,-1.2,-3,-0.5,-20,-5
CC(=O)Nc1ccc(N(C(=O)Cc2c[nH]c3ccccc23)C(C(=O)NC2CCCCC2)c2ccco2)cc1 (stereo not given),-1.2,-4.1,-0.4,-78,-0.6,-1,-0.9,6,-2.2,2,1
Cc1cc(-c2nnc3sc(C4CCCCC4)nn23)n[nH]1,-0.8,0.1,-0.9,2,0.6,1,-2.2,-20,1.0,1,-4
O=C(/C=C/c1ccco1)NCC(=O)N/N=C/c1ccc(Cl)cc1,-0.1,-1.8,-2.0,1,-0.1,1,-2.4,-1,1.9,2,2
CNC(=S)NNC(=O)c1sc(-c2cc(C)on2)nc1C,-0.2,1.6,-0.5,2,/,-139,0.4,-64,-0.1,-96,-27
